CSN deneddyl inh: CSN deneddylation inhibition. Q92905. Purified CSN, SCF-Nedd8-OG deneddylation, fluorescence polarization. inhibition, % at 12.5 µM. 360,000 tested, 0.38% active. AID 651999;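 active = pattern-corrected inhibition above about 35%, with an unprinted fluorescence ratio check between 0.5 and 1.5, limit read from the data, passing the limit was not always enough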;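 note: 0% = enzyme with substrate and 100% = substrate without enzyme; some results filed as inactive read as strong as hits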
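Assay system: purified human Csn5 enzyme expressed in HEK293T cells; measure: % inhibition; also added: SCFSkp2-Nedd8OG substrate at 10 nM final; technique: fluorescence polarization; times: reaction 90 min, room temperature; medium: Tris buffer pH 7.5, NaCl, DTT, Tween-20, trehalose, ovalbumin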
PABP1 MLLE inh: blocks PAM2 peptide binding to the PABP1 MLLE domain. P11940. GST-MLLE / FITC-PAM2 fluorescence polarization. inhibition, % at 20 µM. 360,000 tested, 0.36% active. AID 588489; in the data active = inhibition above about 35%, passing the limit was not always enough;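 note: plate controls were DMSO wells with GST-MLLE for no effect and wells lacking GST-MLLE protein for full effect; some results filed as inactive read as strong as hits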
Neddyl block: blocks human cullin neddylation; calls only at 25 µM; TR-FRET cullin neddylation, biochemical; P61081+Q13564; 360,000 tested, 0.58% active; in the data active = inhibition above about 36%
E coli Lon inh: inhibits E. coli Lon protease | 360,000 tested, 0.42% active | P0A9M0 | AID 602123 | purified E. coli Lon protease, fluorescence polarization | inhibition, % at 7.94 µM; in the data active = inhibition above about 13%, passing the limit was not always enough;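 note: 0% = enzyme with probe and DMSO and 100% = no enzyme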
MsrA inh: bovine MsrA inhibition; 360,000 tested, 0.75% active; inhibition, % at 15.5 µM; purified bovine MsrA, absorbance read-out; in the data active = inhibition above about 4.5%;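 note: 0% = vehicle wells with enzyme and 100% = reference inhibitor wells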
Tb MetRS inh: blocks T. brucei methionyl-tRNA synthetase activity. AID 624268. 360,000 tested, 0.4% active. inhibition, % at 11.9 µM. purified T. brucei MetRS, ATP depletion, Kinase-Glo luminescence;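 active = inhibition above a per-plate cutoff of the control wells' mean inhibition plus 3 SD, cut at about 5.5% in these data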;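 note: 0% = DMSO wells median and 100% = median of wells with control inhibitor compound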
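Material: parasite MetRS enzyme / Replication: singlicate, one well per compound / Signal: luminescence of leftover ATP / Schedule: 2 h aminoacylation at 25 °C after 15 min preincubation / Medium: HEPES-MgCl2-KCl buffer plus DTT, spermine, BSA, pyrophosphatase / Doses: 11.9 µM single point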
Rin1-Abl PPI inh: inhibitors of human Rin1-Abl protein interaction | P00519+Q13671 | AID 588664 | TR-FRET Rin1/Abl binding, biochemical | inhibition, % at 7.35 µM | 360,000 tested, 0.4% active; in the data active = inhibition above about 5%, passing the limit was not always enough
FAS-TE inh: FAS thioesterase (human) inhibition. P49327. recombinant FAS-TE, OMFH fluorogenic substrate, fluorescence endpoint. inhibition, % at 15 µM. 360,000 tested, 0.67% active;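 active = compounds whose normalised, plate-corrected inhibition of enzyme fluorescence in the single-dose primary screen is 50% or more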;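 note: 0% = DMSO with enzyme and 100% = substrate without enzyme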
bovine MsrA act: activates bovine MsrA enzyme; purified bovine MsrA, absorbance read-out; activation, % at 10.6 µM; 360,000 tested, 0.3% active; AID 602163; in the data active = activation above about 7.5%;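 note: 0% = vehicle and 100% = reference activator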
Starred values were filed as active, the others as inactive; i = inactive; · = no result given.

SMILES | CSN deneddyl inh | PABP1 MLLE inh | Neddyl block | E coli Lon inh | MsrA inh | Tb MetRS inh | Rin1-Abl PPI inh | FAS-TE inh | bovine MsrA act
CCCC(=O)Nc1ccc(N2CCOCC2)cc1 | 3 | -2 | i | 5 | -0.9 | 0.0 | -2 | 0 | -2
COc1ccccc1CN(C)C(=O)c1ccccc1SCC(=O)N1CCCC1 | -5 | 23 | i | -5 | -0.2 | -0.5 | -2 | -1 | -1
COc1ccc(-c2cc3c(=O)n(CC(=O)NCCCN4CCC(N5CCCCC5)CC4)ncn3n2)cc1 | 2 | -14 | · | 3 | 0.9 | 0.9 | -1 | -6 | -2
CCN1C(=O)[C@H]2[C@@H](c3ccc(C)cc3)N3C(=O)N(c4cccc(Cl)c4)C(=O)[C@@]3(Cc3ccccc3)[C@H]2C1=O | -2 | 7 | i | 5 | 0.2 | -0.2 | 3 | 27 | -3
COCCn1c(C)cc(C(=O)CSc2nc3ccccc3c(=O)n2C(C)COC)c1C (configuration not stated) | -1 | 10 | i | -3 | 0.8 | -1.0 | 1 | 14 | -5
COCCCn1c(C(=O)NCCN2CCOCC2)cc2c(=O)n3ccccc3nc21 | 1 | -4 | · | -6 | 2.0 | -0.5 | -5 | -4 | -7
NC(=O)CSc1nnc(C2CC2)n1-c1ccccc1 | -1 | -15 | i | -1 | -0.2 | -0.8 | -1 | -6 | -8
Cn1cc(-c2ccccc2C(=O)O)c(=O)c2cc(Cl)ccc21 | -1 | -18 | i | 2 | 4.9* | -0.1 | 1 | -2 | -3
Cc1ccccc1NC(=O)c1ccc2c(c1)OCCO2 | -3 | -7 | i | -7 | -0.6 | -0.8 | -1 | -2 | 0
CCc1cccc(CC)c1NC(=O)COC(=O)/C(C#N)=C/c1ccc(OC)cc1 | 4 | -8 | i | 9 | -0.2 | 0.3 | 1 | -7 | -3
S=C(NCc1ccccc1)NCc1ccc2c(c1)OCO2 | 1 | -103 | i | 5 | -0.9 | -0.3 | -1 | -2 | -3
C/C(=N\NC(=O)c1cc(C)nc2ccccc12)c1cccc(Cl)c1 | 1 | -3 | i | -16 | 0.4 | 0.1 | 2 | 2 | -3
Cn1c2ccccc2c2cc(C(=O)NNC(=O)CCl)sc21 | 7 | -17 | i | -3 | 4.4 | -0.4 | 3 | -1 | -4
CCOC(=O)Cc1csc(/C(=N/O)C(N)=O)n1 | 1 | 5 | i | -6 | 0.9 | -0.5 | -2 | -13 | -1
CSCCCN1CCCC(CO)(Cc2ccccc2F)C1 (configuration not stated) | 0 | 6 | i | 4 | -0.8 | -0.9 | -2 | -6 | -5
O=C(CN1CCN(S(=O)(=O)c2ccccc2)CC1)NC(=O)NCc1ccco1 | 0 | -2 | i | -3 | 0.2 | 0.4 | 1 | -2 | -4
CC(C)C(=O)Nc1ccc(C(=O)NCc2cccnc2)cc1 | -3 | 5 | i | -4 | 0.9 | -0.9 | -1 | -5 | -3
CN(C(=O)C1CCCN(c2ncnc3c2nc2n3CCCCC2)C1)c1cccc(Cl)c1 (configuration not stated) | 2 | 3 | i | 6 | -0.1 | 0.3 | 2 | -4 | -1
O=S(=O)(c1cccc2nsnc12)N1CCN(Cc2ccccc2)CC1 | 6 | 19 | i | 4 | -0.1 | -0.3 | -2 | 0 | 0
N#Cc1c2ccc(OCC(N)=O)cc2n2ccccc12 | -13 | 35 | · | 9 | 0.8 | 0.1 | -2 | 0 | -3
CCOC(=O)N1CCN(S(=O)(=O)N2CCCC(C(=O)NCCCN3CCC(C)CC3)C2)CC1 (configuration not stated) | 2 | -10 | i | 1 | 0.0 | -0.5 | 1 | -9 | -5
COc1cccc(/C=N/NC(=O)CN2C(=O)NC3NC(=O)NC32)c1 (configuration not stated) | 2 | 10 | i | 3 | -1.3 | -0.1 | 0 | -9 | -5
Cc1cccc(NC(=S)N2CCN(Cc3ccc4c(c3)OCO4)CC2)c1C | -2 | -71 | i | -4 | -0.3 | -0.1 | 2 | -2 | -1
C[C@@H](C(=O)N=c1sc2ccccc2n1C)N1C(=O)C2CC=CCC2C1=O (some centres not stated) | -1 | 1 | i | -21 | 0.8 | 0.0 | 2 | 0 | -4
CC(C)(C)c1ccc(-c2nc3cc(N)ccc3o2)cc1 | 0 | -3 | · | 0 | -0.4 | -1.1 | -4 | 10 | -1
COc1cccc(CNc2ncc(C(=O)Nc3cc(OC)c(OC)c(OC)c3)c(C)n2)c1 | 5 | -7 | i | -6 | -1.8 | -1.0 | 8 | 2 | -3
CC(C)(C)c1nc(SCC(=O)N2CCCC2)c2ccccc2n1 | 5 | -6 | i | 6 | 0.2 | 0.4 | -2 | 1 | -3
CC(C)(C)NC(=O)CSc1nccn1Cc1ccccc1 | -2 | -65 | i | -5 | 0.7 | 0.2 | -1 | -6 | -3
CCCn1c(NC(=O)CN2C(=O)NC3(CCCC3)C2=O)nc2ccccc21 | -2 | 9 | i | 2 | 0.9 | -0.3 | 1 | -4 | -2
COc1cccc(NC(=O)Cn2nnc(C(=O)Nc3ccccc3)c2N)c1 | 1 | 4 | i | -1 | 0.9 | 3.6 | 0 | 4 | 3
C#CCSc1nnc(CNS(=O)(=O)c2ccc(Br)cc2)n1C | 2 | -8 | i | -6 | -0.1 | -0.1 | -1 | -6 | -3
Cn1c2ccc(Cl)cc2c2nc3ccccc3nc21 | 11 | -1 | i | -14 | 1.0 | 1.1 | 1 | 23 | -3
CCCOc1ccc(F)cc1-c1cc(C(=O)NC(C)C)[nH]n1 | -1 | 16 | i | 4 | -0.4 | -0.5 | 4 | -5 | -8
Cn1c(=O)n(C)c2cc([N+](=O)[O-])c(N3CCN(C(=O)C(C)(C)C)CC3)cc21 | 4 | 6 | i | -12 | 1.8 | -0.4 | -10 | -6 | -4
O=C(NCc1ccc(F)cc1)C(=O)NCC(c1ccco1)N1CCOCC1 (configuration not stated) | -2 | 2 | i | 0 | 0.4 | -0.1 | -3 | -2 | -3
CNCCOc1ccc(Cl)c(Cl)c1 | 0 | -6 | i | -4 | 0.8 | 0.0 | 1 | -4 | 4
Cc1cc(N2CCN(c3nc(-c4ccccc4)cs3)CC2)c2ccccc2n1 | -2 | -12 | i | -9 | 0.0 | -0.4 | -2 | 20 | -4
CN(C)C(=O)Cn1cc(S(=O)(=O)Cc2ccccc2)c2ccccc21 | 0 | -14 | i | 7 | 0.3 | -0.5 | 3 | -4 | -1
CC1CCCCN1C(=O)c1c(Cl)cnn1C (configuration not stated) | 0 | -9 | i | -3 | 0.0 | -0.4 | -2 | -4 | -1
COc1ccc([N+](=O)[O-])cc1N(CC(O)CN1CCCCC1)S(=O)(=O)c1ccc(C)cc1 (configuration not stated) | -1 | 0 | i | -3 | -0.2 | -1.6 | 0 | 7 | -14
CSc1c(CC(=O)Nc2ccc(F)cc2)n(Cc2ccccc2)c2ccccc12 | -17 | -3 | i | 5 | -0.5 | -0.2 | 0 | 9 | -2
NC(=O)C1CCN(c2nc(-c3ccc(Br)cc3)cs2)CC1 | 2 | 3 | i | 10 | 0.4 | -0.1 | -1 | -2 | 0
COc1ccc(S(=O)(=O)N2CCN(CC(=O)Nc3cc(OC)cc(OC)c3)CC2)cc1 | -2 | -4 | i | 10 | -1.2 | -1.3 | 0 | 1 | -5
COc1ccc(C2CC(c3cccs3)=NN2C(=O)c2ccc(Br)o2)cc1 (configuration not stated) | 2 | -2 | i | -9 | 0.7 | -0.5 | 0 | 28 | 0
OCC(CBr)(CBr)CBr | -3 | -10 | i | 5 | 0.5 | -0.7 | 3 | -8 | -11
C/C(CC(=O)Nc1cc(C)cc(C)c1)=N\NC(=O)c1ccccn1 | -2 | -3 | i | -4 | -0.1 | 0.2 | -2 | -12 | 1
Cc1cc(NC(=O)C2CC2)ncc1NC(=O)C12CC3CC(CC(C3)C1)C2 | -1 | -19 | i | 0 | -1.3 | 0.1 | 1 | -3 | -2
C=CCc1ccc(OCCN2CCc3ccccc3C2)c(OC)c1 | -2 | 12 | i | 4 | -0.2 | 0.1 | 3 | 7 | 0
Cc1nc(-c2ccccc2)sc1-c1nc(-c2ccccc2)ncc1S(=O)(=O)c1ccccc1 | 3 | -2 | i | 1 | 0.0 | 0.1 | 0 | 21 | -1
COc1ccc(NC(=O)COc2ccccc2Cc2ccccc2)cn1 | 3 | 8 | i | 2 | 0.7 | -0.1 | 4 | 19 | -2
CN(Cc1ccccc1)C(=O)c1cc2cc(F)ccc2[nH]1 | 6 | -7 | i | 1 | 2.9 | 2.9 | -1 | 4 | -3
Cc1c(C(=O)N2CCCc3ccccc32)sc2nc(-c3ccccc3)cn12 | 5 | -7 | i | -3 | 0.2 | -0.2 | -2 | 24 | -1
Cc1ccc(S(=O)(=O)N2CC=C(C(=O)NC3CCCC3)CC2)cc1 | 2 | 2 | i | -2 | 0.5 | -0.2 | 9.4* | -4 | -4
COc1ccccc1NC(=O)c1ccc(-c2ccccc2F)o1 | -4 | 8 | · | 3 | 1.1 | -0.4 | 2 | 27 | 1
Cc1ccc(NC(=S)NCCc2ccc(S(N)(=O)=O)cc2)c(C)c1 | 1 | -7 | i | 0 | -1.1 | -0.4 | 0 | -10 | -3
Cc1ccc(S(=O)(=O)N2[C@@H](c3cccc(Cl)c3)C(C(=O)O)=CC[C@H]2c2cccc(C)c2)cc1 | 96 | -2 | i | -9 | 0.3 | -0.3 | 2 | 26 | -2

Molecules from the list above that have an aryl thioether with sulfur outside any ring (seven):
SMILES | CSN deneddyl inh | PABP1 MLLE inh | Neddyl block | E coli Lon inh | MsrA inh | Tb MetRS inh | Rin1-Abl PPI inh | FAS-TE inh | bovine MsrA act
COc1ccccc1CN(C)C(=O)c1ccccc1SCC(=O)N1CCCC1 | -5 | 23 | i | -5 | -0.2 | -0.5 | -2 | -1 | -1
COCCn1c(C)cc(C(=O)CSc2nc3ccccc3c(=O)n2C(C)COC)c1C (configuration not stated) | -1 | 10 | i | -3 | 0.8 | -1.0 | 1 | 14 | -5
NC(=O)CSc1nnc(C2CC2)n1-c1ccccc1 | -1 | -15 | i | -1 | -0.2 | -0.8 | -1 | -6 | -8
CC(C)(C)c1nc(SCC(=O)N2CCCC2)c2ccccc2n1 | 5 | -6 | i | 6 | 0.2 | 0.4 | -2 | 1 | -3
CC(C)(C)NC(=O)CSc1nccn1Cc1ccccc1 | -2 | -65 | i | -5 | 0.7 | 0.2 | -1 | -6 | -3
C#CCSc1nnc(CNS(=O)(=O)c2ccc(Br)cc2)n1C | 2 | -8 | i | -6 | -0.1 | -0.1 | -1 | -6 | -3
CSc1c(CC(=O)Nc2ccc(F)cc2)n(Cc2ccccc2)c2ccccc12 | -17 | -3 | i | 5 | -0.5 | -0.2 | 0 | 9 | -2

Screening results (PubChem)
